# From PubChem BioAssay
# MLL CXXC-DNA inh: inhibitors of human MLL CXXC domain-DNA interaction; Q03164; MLL-CXXC / FITC-HOXA9 DNA fluorescence polarization; actives 0.037% (n = 290,000); Potency, µM (top dose mostly 115 µM), for inactives: at the highest dose activity change, negative = inhibition, usual class: inhibitors; active = well fitted inhibition curve with a large enough effect in the polarisation, with a control signal flat, not every such curve was filed as active; inconclusive = small, poorly fitted or top-dose-only effect, or effect the other way, or a change in a side signal; inactive = no such curve, though single readings can be large or run the other way; the % refers to the polarisation; also: potency is read from the fitted curve at half-maximal effect
#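 Fluorescence polarization: 7 uM MLL-CXXC (stock) preincubated 5 min with compounds, then 50 nM fluorescein-HOX-A9 DNA (stock) added; 30 min ambient. Buffer 50 mM Tris-HCl pH 7.5, 50 mM NaCl, 1 mM DTT, 0.05% BSA.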
# TSHR antag: human thyrotropin receptor antagonism; P16473; TSHR-expressing cells, TSH-stimulated cAMP HTRF, 2 h; active compounds read low; activity change, negative = inhibition, % at 11.5 µM; actives 0.2% (n = 330,000); AID 504810;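 active = activity change below a set negative limit, meaning inhibition stronger than a set level, cut at about -70% in these data; inconclusive = activity change between two set negative limits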; also: % is scaled to controls: 0 for no effect and ±100 for the full control effect
# Target sequence (P16473 whole entry, looked up): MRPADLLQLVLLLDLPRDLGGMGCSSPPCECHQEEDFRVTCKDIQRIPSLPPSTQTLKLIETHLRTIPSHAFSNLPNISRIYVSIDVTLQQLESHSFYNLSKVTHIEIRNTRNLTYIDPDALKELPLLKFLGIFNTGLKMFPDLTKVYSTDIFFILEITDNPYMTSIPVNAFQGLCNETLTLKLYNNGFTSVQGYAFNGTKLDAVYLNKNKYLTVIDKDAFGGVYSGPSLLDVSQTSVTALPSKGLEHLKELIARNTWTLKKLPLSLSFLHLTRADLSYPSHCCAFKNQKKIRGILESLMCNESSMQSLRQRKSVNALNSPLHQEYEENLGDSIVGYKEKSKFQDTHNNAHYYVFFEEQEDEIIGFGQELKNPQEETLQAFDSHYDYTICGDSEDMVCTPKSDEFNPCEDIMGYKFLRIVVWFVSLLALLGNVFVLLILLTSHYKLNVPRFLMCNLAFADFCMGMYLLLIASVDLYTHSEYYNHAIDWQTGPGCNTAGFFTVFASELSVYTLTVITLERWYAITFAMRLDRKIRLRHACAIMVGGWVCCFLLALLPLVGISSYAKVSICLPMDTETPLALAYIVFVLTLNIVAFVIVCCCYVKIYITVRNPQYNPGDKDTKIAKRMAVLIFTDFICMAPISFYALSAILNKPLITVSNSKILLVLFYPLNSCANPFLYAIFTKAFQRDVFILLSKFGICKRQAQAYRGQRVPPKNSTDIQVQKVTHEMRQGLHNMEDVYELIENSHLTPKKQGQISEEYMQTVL
#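 Read-out is FRET at 665 nm (cryptate excitation 337 nm) from a cryptate-tagged anti-cAMP antibody, competed by cell cAMP against cAMP-d2. Compounds are tested on freshly harvested TSHR cells challenged with 4nM TSH (EC80) for 2 hours at 37 deg C.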
# TCR act: T cell receptor activation; Potency, µM (top dose mostly 9.22 µM), for the others: at the top dose activation of IL-2 secretion, usual class: activators; 330,000 tested, under 10 active; primary human leukocytes, anti-CD3, IL-2 HTRF, 48 h; AID 504894; also: % of control where 0% means no effect
#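 TCR engagement came from a-CD3 beads alone, with compounds added to primary human leukocytes for 48 hr. Secreted IL-2 bridged europium cryptate- and d2-labelled anti-IL-2 antibodies, giving FRET emission at 665nm after 320nm excitation.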
# Tb PFK inh: T. brucei PFK enzyme inhibition; T. brucei PFK, ADP-Glo luminescence; O15648; actives 0.17% (n = 330,000); AID 485367; Potency, µM (top dose mostly 57.5 µM), for the others: at the top dose activity, negative = inhibition, actives largely listed as inhibitors;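 also: potency is read from the fitted curve at half-maximal effect; 0% = uninhibited 1x PFK enzyme wells and -100% = no-enzyme wells; nearly all actives have a fitted effect of over 60% in size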
#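 ADP-Glo luminescence quantified ADP after 45 min at room temperature, with 1.25 nM T. brucei PFK, 0.1 mM ATP and 0.5 mM fructose-6-phosphate in pH 8.0 TEA buffer. qHTS titrations up to 57 µM; curves classified by quality.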
# hERG WT inh: blocks the wildtype human KCNH2 potassium channel; Q12809; U2OS, BacMam KCNH2, thallium flux FluxOr; active compounds read low; activity change, % at 1.84 µM; actives 0.37% (n = 340,000);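 active = maximum activity change below -70%; inconclusive = maximum activity change between -70% and -50%; inactive = maximum activity change above -50%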; also: % is scaled to controls: 0 for no effect and ±100 for the full control effect
#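 U2OS cells were transduced with wild-type KCNH2 virus (2.03 x 10^8 / mL) for 4 h at room temperature, then cultured overnight at 37 C. Thallium flux was read with FluxOr dye. Rate constants were normalized to DMSO controls.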
# Giardia killer: Giardia lamblia killing; Giardia lamblia trophozoite viability; activity change, % at 7.66 µM, hits read low; actives 0.15% (n = 340,000); AID 540267; in the data active = activity change below about -80%; inconclusive = between about -30% and that limit;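 also: parasites exposed to compound for two days anaerobically before the ATP read; % is scaled to controls: 0 for no effect and ±100 for the full control effect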
#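 Luminescence from cellular ATP indicates surviving trophozoites (100 cells/well) following 48 hrs anaerobic compound treatment at 37 deg C; signal develops 15-30 min at room temperature.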
# GALK inh: galactokinase (human) inhibition. Potency, µM (top dose mostly 57.5 µM), for the others: at the top dose activity change, negative = inhibition, actives largely listed as inhibitors. actives 0.007% (n = 270,000). AID 1868. Purified GALK, Kinase-Glo residual ATP luminescence. P51570; also: potency is read from the fitted curve at half-maximal effect; % is scaled to controls: 0 for no effect and ±100 for the full control effect
#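 GALK at 5 nM final was combined with compound, 35 uM ATP and 100 uM galactose in HEPES pH8.0 with MgCl2 and DTT. The reaction ran one hour at room temperature before luminescent ATP detection.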
# Coupling enz: coupling enzyme interference in Giardia aldolase counter-screen | actives 0.67% (n = 290,000) | activity change, negative = inhibition, % at 58.2 µM, hits read low | coupling enzyme system counterscreen, AmpLite Red fluorescence; in the data active = activity change below about -30%; also: % is scaled to controls: 0 for no effect and ±100 for the full control effect
#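 Activity here indicates interference with the coupling reaction, not aldolase inhibition. Compounds at 57.5 uM final met coupling enzymes for 10 min at RT; substrate and AmpLite Red detection followed, with a 525/598 nm fluorescence read after 20 min.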
# AT treatment: candidate therapy for ataxia-telangiectasia; actives 0.19% (n = 320,000); […] A-T fibroblasts, KAP-1 phosphorylation AlphaLISA; neocarzinostatin DNA damage 30 min before lysis; AID 485349; Potency, µM (titrated, usually from 57.5 µM), for the others: top-dose activation, hits mostly activators; also: potency is read from the fitted curve at half-maximal effect; % of control where 0% means no effect; nearly all actives have a fitted effect of over 45% in size
#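 ATM-like activity read as KAP-1 phosphorylation via AlphaLISA donor/acceptor antibody pairs after lysis and 6 hr at 25C. Cells were ATM-null patient fibroblasts ([…], hTERT), dosed 60 min, then exposed to the DSB inducer NCS for 30 min.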
# BCR signal inh: inhibitors of chronic active B-cell receptor signaling | Potency, µM (titrated, usually from 46.1 µM), inactives show at the top dose ratio change, negative = lower green/red ratio, usual class: inhibitors | AID 493014 | ABC-DLBCL IkBa-CBG/CBR reporter, luminescence ratio, 4 h | actives 0.05% (n = 340,000); active = well fitted inhibition curve with a large enough effect in the signal ratio, with a control signal flat, not every such curve was filed as active; inconclusive = small, poorly fitted or top-dose-only effect, or effect the other way, or a change in a side signal; the % refers to the signal ratio;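 also: potency is read from the fitted curve at half-maximal effect; plate controls were basal doxycycline-induced cells for no effect and cells given 10 µM MG132 for full effect; MG132 reads +100%, hits lower the ratio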
#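 Cell line TMD8 (human ABC DLBCL), stably expressing tet-inducible CBG68-IkBa fusion and CBR; IMDM/0.5% FBS; cpd up to 46 uM; dox induction, 4 h, 37C/5% CO2; dual luminescence; green/red ratio; MG132 control.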
# * = called active by the depositor; ? = inconclusive; / = not tested or not shown; & = joins results of further samples; [ ] = another dose, or the depositor's remark. Unless noted, calls follow the shape of the dose curve; as a rule, active = well fitted curve in the direction sought with a large enough effect; inconclusive = small, poorly fitted or top-dose-only effect, or another doubt; inactive = no such curve, though single readings can be large; an effect the other way counts as inactive or inconclusive. An unsorted share of the library. Share with any hit: about 1.6%.
SMILES,MLL CXXC-DNA inh,TSHR antag,TCR act,Tb PFK inh,hERG WT inh,Giardia killer,GALK inh,Coupling enz,AT treatment,BCR signal inh
CC(=O)NC12CC3CC(C1)CC(C(=O)N1CCN(S(=O)(=O)c4ccc(Cl)s4)CC1)(C3)C2,-4%,10,2%,1%,-18,-5,-6%,/,32%,3%
NC(=O)COn1c(SCC(N)=O)nc2ccccc2c1=O,1%,4,-1%,-1%,3,-13,/,1,6%,2%
COc1ccc(NC(=O)CN(C)C(=O)c2cc(S(=O)(=O)N(C)C)ccc2N2CCCC2)cc1,/,-5,-15%,-15%,1,2,/,/,-7%,6%
CC[C@@H](C)[C@@H]1CN([C@@H](CN2CCC[C@H]2CN2C(N)=NC[C@H]2C(C)C)C(C)C)C(=N)N1CCc1ccc(Cl)c(Cl)c1,/,-1,1%,-7%,4,-15,/,/,10%,4%
O=C(c1cc2ccccc2o1)N1CCN(Cc2ccc3c(c2)OCO3)CC1,6%,22,1%,2%,10,2,-10%,/,7%,-3%
O=C(C1CCN(S(=O)(=O)c2cccs2)CC1)N1CCN(Cc2ccccc2)CC1,-1%,29,3%,0%,0,23,2%,3,1%,3%
COc1ccc(N(C)S(=O)(=O)c2ccc(Cl)c(C(=O)NNC(=O)c3ccccc3O)c2)cc1,/,-22,7%,27%,-2,-5,/,/,-9%,3%
CCCc1cc(N2CCN(C(=O)c3ccco3)CC2)n2c(nc3ccccc32)c1C#N,2%,-8,2%,1%,-1,-3,0%,4,12%,29%
Cn1c(Cn2c(=O)sc3ccccc32)nnc1SCC(N)=O,-5%,-9,1%[46.1 µM],-2%,-1,5,-1%,-1,1%,4%
Nc1nc(SCC(=O)NCCO)nc2sc3c(c12)CCCC3,1%,2,3%,-7%,9,8,-1%,-2,8%,-7%
Cc1ccc(S(=O)(=O)N2CCN(C(=O)c3cc(C4CC4)nc4c3cnn4C(C)C)CC2)cc1,/,26,-18%,2%,-1,-3,/,/,-12%,5%
O=C(/C=C/c1cccc(F)c1)NCCCn1ccnc1,0%,2,2%,0%,15,1,-1%,5,-5%,-1%
CC1CCN(C(=O)C(=O)Nc2sc3c(c2C(N)=O)CC(C)(C)OC3)CC1,2%,2,-1%,-1%,9,-5,7%,1,-3%,-2%
Cc1ccc(NC(=O)c2cccc3cccnc23)cc1,10%,-16,2%,0%,-2,-7,-2%,-4,12%,?
COc1cccc(C2=CC(=O)C[C@H](c3ccc(F)cc3)C2)c1,/,-24,3%,1%,-13,0,/,/,7%,11%
CCC(C)C(NC(=O)C(C)NC(=O)CNC(=O)OC(C)(C)C)C(N)=O (stereo not given),12%,19,-11%,-5%,9,20,0%,0,1%,4%
O=C(c1ccc(Cl)cc1)C1CCCN(C(=O)c2csnn2)C1 (stereo not given),8%,-5,-4%,-2%,-6,8,1%,3,8%,0%
COc1cc(/C=C/C(=O)OCC(=O)Nc2sc3c(c2C#N)CCC(C)C3)ccc1OCC#N (stereo not given),-12%,-11,-3%,3%,6,1,1%,0,-4%,?
COCCNc1nc2c(c(=O)n(C)c(=O)n2C)n1Cc1cccc(C(F)(F)F)c1,1%,6,-2%,0%,-2,-14,4%,3,-4%,-1%
COc1cccc(-n2cc(CN(C)Cc3nc(Cc4cccc(F)c4)no3)cn2)c1,-16%,-3,-2%,0%,2,3,1%,-2,-1%,?
Cc1ccccc1C(=O)NNC(=O)c1ccc(Br)cc1,5%,-8,-79%,-4%,7,17,-3%,1,0%,?
Cc1cccc(C)c1Nc1nnc(SC/C(O)=C(\C#N)c2nc3ccccc3[nH]2)s1,0%,-3,-2%[46.1 µM],0%,10,32[activator],3%,1,-16%,5%
N#C/C(=C\c1ccc(OC(=O)c2ccc(Cl)s2)cc1)c1nc2ccccc2[nH]1,111%[activator],2,-3%[46.1 µM],4%,-4,-29,-1%,-1,4%,?
CCC(=O)Nc1ccc(C(=O)Cn2ncc(Cl)c(Cl)c2=O)cc1,-3%,-3,10%,0%,-20,-14,/,0,6%,?
COc1ccnc(Oc2ccc(C)cc2C)c1C#N,-22%,8,16%,-6%,-24,-11,3%,0,11%,-6%

# Whole records, quoted from the list:
# CCC(=O)Nc1ccc(C(=O)Cn2ncc(Cl)c(Cl)c2=O)cc1 in the list: MLL CXXC-DNA inh = -3%; TSHR antag = -3; TCR act = 10%; Tb PFK inh = 0%; hERG WT inh = -20; Giardia killer = -14; GALK inh = /; Coupling enz = 0; AT treatment = 6%; BCR signal inh = ?
# Cc1ccccc1C(=O)NNC(=O)c1ccc(Br)cc1 in the list: MLL CXXC-DNA inh = 5%; TSHR antag = -8; TCR act = -79%; Tb PFK inh = -4%; hERG WT inh = 7; Giardia killer = 17; GALK inh = -3%; Coupling enz = 1; AT treatment = 0%; BCR signal inh = ?
# COCCNc1nc2c(c(=O)n(C)c(=O)n2C)n1Cc1cccc(C(F)(F)F)c1 in the list: MLL CXXC-DNA inh = 1%; TSHR antag = 6; TCR act = -2%; Tb PFK inh = 0%; hERG WT inh = -2; Giardia killer = -14; GALK inh = 4%; Coupling enz = 3; AT treatment = -4%; BCR signal inh = -1%

# Going on with the list.
SMILES,MLL CXXC-DNA inh,TSHR antag,TCR act,Tb PFK inh,hERG WT inh,Giardia killer,GALK inh,Coupling enz,AT treatment,BCR signal inh
Cc1c(C)c(C)c(S(=O)(=O)N2CCSCC2)c(C)c1C,-4%,-13,5%,-1%,1,32[activator],/,-1,-2%,-16%
O=C(NC1CCCCNC1=O)c1ccccc1 (stereo not given),3%,-7,-7%,-3%,-7,-5,-2%,0,0%,4%
CCCCCCCCCCOC(=O)Cn1c(COc2ccccc2C)[n+](C)c2ccccc21,?,-6,4%,1%,?,18,0%,-1,-1%,-8%
CC1Sc2ccc(S(=O)(=O)CCC(=O)N3CCN(c4ccccc4F)CC3)cc2NC1=O (stereo not given),8%,-10,-13%,0%,4,31[activator],0%,-3,3%,7%
COc1ccc(NC(=O)CN2C(=O)COc3ccc(S(=O)(=O)N4CCOCC4)cc32)cc1,-5%,-2,7%,-2%,-3,-9,-1%,5,-3%,7%&-3%
Cn1c(Oc2ccc(F)cc2)c(C=O)c2ccccc21,12%,-9,-5%,0%,-22,-9,-1%,-3,22%,-4%
Cc1nn(CC(=O)Nc2ccc(Cl)cn2)c(C)c1[N+](=O)[O-],9%,3,-7%,-11%,-1,5,4%,2,/,-5%
Cc1ccc2nsnc2c1NC(=O)COc1ccccc1,6%,2,1%,-5%,0,4,7%,1,-4%,-3%
COC(=O)c1ccc(OCC(O)CN2CCOCC2)cc1 (stereo not given),3%,30,16%,1%,1,2,-2%,3,-1%,-1%
Cc1noc(C)c1COC(=O)c1csc2c1CCCC2,/,-15,0%,4%,2,-27,/,/,8%,-4%
Cc1c(OCC(=O)NCC2CCC(C(=O)NCCCO)CC2)ccc2c(-c3ccccc3)cc(=O)oc12 (stereo not given),28%,3,-3%,2%,-6,-7,0%,5,8%,2%
CO/N=C\Cc1oc(=O)c(NC(=O)c2ccccc2)cc1C(=O)OC,63%[activator],0,3%,0%,-4,-28,2%,-8,/,2%
Cc1nn(-c2ccc(F)cc2)c(Cl)c1C(=O)NCC1CCCO1 (stereo not given),/,11,-3%,1%,-11,11,/,/,-5%,-4%
CCOc1ccc(C(O)Cc2nc3ccccc3n2C)cc1 (stereo not given),-3%,3,-5%[46.1 µM],-3%,-9,1,-3%,3,-3%,-2%
CCCCC(=O)N(Cc1ccc(F)cc1)C1CCS(=O)(=O)C1 (stereo not given),-5%,5,-4%,-7%,-9,1,/,3,12%,-1%
Cc1cc(C)nc(SCC(=O)N2CCCCC2)n1,-5%,12,1%,4%,-2,16,4%,2,5%,4%
O=C(CCCn1c(=S)[nH]c2ccsc2c1=O)Nc1ccc2c(c1)OCO2,-4%,-2,6%,-7%,11,-6,13%,-1,5%,-5%
COc1ccc(C(=O)NC(=O)COC(=O)CCS(=O)(=O)c2ccc(C)cc2)cc1,/,0,/,16%,1,-17,/,/,-1%,4%
